# Compound activity: PubChem, several laboratories
# TNF death inh = TNF-alpha cell death inhibition in Jurkat FADD-/- cells; 0.068% of 220,000 active; AID 463075; Jurkat FADD-/- TNF necroptosis rescue, ATP luminescence, 24 h; 0 = TNF only, 100 = no-TNF cells; activation (protection from cell death), % at 10 µM;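 active = activation, meaning protection from cell death, of at least 50% relative to plate controls; inactive = activation below 50%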;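 note: necroptosis triggered by 40 ng/mL TNF-alpha added together with compound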
# TRPML3 agonist = agonists of human TRPML3 channel; HEK293 TRPML3-YFP, Fluo-8 calcium fluorescence; 100% = the carbachol control signal; activation, % at 3 µM; 0.29% of 220,000 active;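 active = activation above its plate's cutoff, the mean activation of the plate's test wells plus 3 SD, cut at about 12% in these data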;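 note: 0% = DMSO only wells and 100% = carbachol wells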
#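 system = HEK293 cells stably carrying human TRPML3-YFP | doses = one concentration, 3 µM nominal, 0.3% DMSO | timing = dye loading 1 h 37 °C then 30 min ambient, 125 s read | detection = Fluo-8 calcium dye fluorescence, ex 470-495, em 515-575 nm | benchmarks = high control carbachol 87 µM, low control DMSO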
# CHOP inh = blocks CHOP induction under ER stress | CHO-K1 CHOP-promoter luciferase, tunicamycin-induced, 15-18 h | 3.8% of 220,000 active | inhibition, % at 10 µM | AID 2732;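 active = compounds that reduced the stress-induced luciferase reporter signal by more than about 70% of percent inhibition, limit read from the data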;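 note: 0% = tunicamycin plus vehicle and 100% = wells without tunicamycin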
# MDM2 E3 inh = inhibitors of human Mdm2 E3 ubiquitin ligase; Q00987; cell-based MDM2 ubiquitination luciferase reporter, 2 h; 0 = plate control, 100 = twice control, blank-subtracted; signal enhancement, % at 5 µM; 0.11% of 210,000 active; AID 1230;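 active = signal enhancement of 30% or more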;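 note: luminescence tracks abundance of the self-degrading MDM2-luciferase fusion protein; higher signal means inhibition of MDM2 E3 ligase activity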
#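 Assay system: stable mammalian line carrying autodegrading MDM2–luciferase fusion reporter; amount: 2000 cells seeded into each well; buffer or medium: DMEM; benchmarks: plate control and blank wells; signal: luciferase luminescence; timing: 2 h compound exposure at 37 °C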
# TRPN1 ag = zebrafish TRPN1 (NompC) channel agonism; AID 1424; 0.18% of 220,000 active; activation, % at 3 µM; HEK293 zebrafish TRPN1-YFP, Fluo-8 calcium fluorescence; 100% = response to 87 µM carbachol;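 active = activation above its plate's cutoff, the mean activation of test wells on that plate plus 3 SD, cut at about 19% in these data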;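 note: 0% = DMSO alone and 100% = 87 µM carbachol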
#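 Assay system: Zebrafish TRPN1-YFP in HEK293 cells | Incubation: Dye loading 1 h at 37 °C, then 30 min room temperature | Measured by: Kinetic Fluo-8 fluorescence, ex 470-495, em 515-575 nm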
# NCF1 inh = inhibitors of human p47phox binding. 0.53% of 220,000 active. P14598. p47phox/p22phox peptide binding, fluorescence polarization, 2 h. AID 1274. inhibition, % at 24.7 µM;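 active = inhibition above about 30%, limit read from the data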;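 note: 0% = p47phox with labelled peptide and 100% = labelled peptide alone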
# Target sequence (P14598 whole entry, looked up): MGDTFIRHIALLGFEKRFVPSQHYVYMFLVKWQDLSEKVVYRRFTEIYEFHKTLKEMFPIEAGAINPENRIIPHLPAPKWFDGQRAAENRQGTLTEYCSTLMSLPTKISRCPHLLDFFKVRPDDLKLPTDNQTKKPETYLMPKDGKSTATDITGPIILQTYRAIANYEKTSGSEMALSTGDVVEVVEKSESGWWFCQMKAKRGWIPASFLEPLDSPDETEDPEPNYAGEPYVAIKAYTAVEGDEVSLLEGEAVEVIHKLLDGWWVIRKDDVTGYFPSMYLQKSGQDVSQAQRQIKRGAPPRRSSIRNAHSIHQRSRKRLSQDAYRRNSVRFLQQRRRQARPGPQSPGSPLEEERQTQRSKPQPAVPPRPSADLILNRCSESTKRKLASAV
# Runt-SMMHC FRET = blocks binding of human RUNX1 Runt domain to CBFb-SMMHC | Cerulean-Runt/Venus-CBFb-SMMHC FRET ratio 530/480, 1 h | 0.74% of 220,000 active | inhibition, % at 20 µM | Q01196+Q13951 | AID 1434;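 active = mean inhibition across duplicate retests at 20 µM reaching about 50%, limit read from the data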;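 note: 0% = DMSO wells and 100% = wells with excess untagged CBFb-SMMHC; inhibitors lower the FRET ratio by blocking Runt binding to CBFb-SMMHC; some results filed as inactive read as strong as hits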
# Target sequence (Q01196 whole entry, looked up, the tested form may be a part): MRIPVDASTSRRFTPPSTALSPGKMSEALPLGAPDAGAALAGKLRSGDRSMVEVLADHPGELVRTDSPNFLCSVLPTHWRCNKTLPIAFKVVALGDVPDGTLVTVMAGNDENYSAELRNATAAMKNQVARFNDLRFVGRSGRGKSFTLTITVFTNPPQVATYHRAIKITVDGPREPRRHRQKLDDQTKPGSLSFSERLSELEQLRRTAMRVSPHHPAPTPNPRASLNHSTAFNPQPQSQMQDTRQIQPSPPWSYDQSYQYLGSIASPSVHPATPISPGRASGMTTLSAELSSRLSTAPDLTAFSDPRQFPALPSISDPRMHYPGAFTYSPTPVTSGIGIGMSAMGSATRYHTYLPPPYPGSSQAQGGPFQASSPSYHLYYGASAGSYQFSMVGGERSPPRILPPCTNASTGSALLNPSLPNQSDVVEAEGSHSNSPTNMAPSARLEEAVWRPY
# Target sequence (Q13951 whole entry, looked up, the tested form may be a part): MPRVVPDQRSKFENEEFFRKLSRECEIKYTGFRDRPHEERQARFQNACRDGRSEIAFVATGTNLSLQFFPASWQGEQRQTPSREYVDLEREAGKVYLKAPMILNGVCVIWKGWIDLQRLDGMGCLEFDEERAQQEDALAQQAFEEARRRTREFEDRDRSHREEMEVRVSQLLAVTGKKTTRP
# EBV gp42 block = EBV gp42 inhibition | inhibition, % (tested at 21.74 µM) | 0.42% of 220,000 active | Fluorescence polarization binding assay, mP read-out; in the data active = inhibition above about 50%
# PPC-1+TRAIL kill = compounds killing PPC-1 cancer cells with TRAIL present (potentiator screen, no TRAIL-free arm) | PPC-1 cells + TRAIL, ATPLite viability luminescence | 0.41% of 220,000 active | AID 1443 | cell killing (% activity), % at 4 µM;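 active = cell killing above 50% in the first pass at 4 µM, then a duplicate retest at 5 µM averaging 50% or more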;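 note: plate controls were cells with TRAIL plus DMSO for no effect and medium-only wells lacking cells for full effect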
# An asterisk follows results filed as active; / = not tested or not shown. This is a random part of the collection; about 5.9% have a hit in one of these screens.
SMILES,TNF death inh,TRPML3 agonist,CHOP inh,MDM2 E3 inh,TRPN1 ag,NCF1 inh,Runt-SMMHC FRET,EBV gp42 block,PPC-1+TRAIL kill
O=C(c1ccc2c(c1)OCO2)N(c1ccc(F)cc1)C1C=CS(=O)(=O)C1 (centres undefined),0.1,-0.1,-13.5,14.7,-0.6,1.6,3.5,-23.1,-4.9
COCCCn1c(=NC(C)=O)c(C#N)cc2c(=O)n3cccc(C)c3nc21,-1.8,0.6,-17.1,-4.7,-0.5,-9.2,81.7*,-10.0,-18.7
CCOc1ccc(NC(=O)CSC2=NCCN2)cc1,-0.6,-0.1,-6.6,-9.4,-0.4,2.6,3.4,-2.2,16.1
Cc1cccc(-n2c(Cc3ccccc3)nnc2SCC(=O)N2CCOCC2)c1,-0.2,0.9,10.1,-13.9,1.4,-6.8,-7.3,-3.7,12.3
O=C(NCC1CCCO1)c1ccc(NS(=O)(=O)c2cccc([N+](=O)[O-])c2)cc1 (centres undefined),-1.0,0.3,2.4,2.5,0.7,-0.2,2.3,-1.7,23.7
COC(=O)c1cccc(Nc2ccc([N+](=O)[O-])cn2)c1,3.3,0.5,-11.5,3.9,1.7,-4.8,-5.2,4.1,5.1
NNC(=S)NCc1ccco1,-0.4,0.2,1.5,-6.8,0.6,-11.8,-4.2,-17.9,-1.0
Cc1nnc(NC(=O)COc2ccc3c(C)cc(=O)oc3c2)s1,0.1,1.3,63.7,-10.2,-0.6,-34.6,5.3,50.7*,15.2
Cc1onc(-c2ccccc2)c1C(=O)NCc1ccccn1,-0.4,0.1,-14.1,14.6,-1.5,-4.1,3.4,-21.4,9.8
Cc1ccnc2nc(C(=O)OCC(=O)NCCc3ccc(Cl)cc3)nn12,1.3,0.9,18.3,/,1.9,-6.2,-1.6,-7.6,19.8
O=C(N/N=C/c1cccc([N+](=O)[O-])c1)c1cc(-c2ccccc2)nc2ccccc12,2.3,1.0,52.6,-11.5,-0.9,-12.1,4.3,-4.6,23.9
CCOC(=O)c1cnc2cc(-c3ccc(C)cc3)nn2c1-c1ccccc1,-0.9,0.4,0.2,-10.5,0.7,2.2,-4.4,-7.0,16.4
COC(=O)c1nnn(-c2nonc2N)c1CN1CCc2ccccc21,1.5,0.5,24.9,-4.3,-0.2,-154.0,-0.6,-3.6,-15.3
CC(=O)c1cccc(N(CC(=O)Nc2ccc(F)cc2)S(C)(=O)=O)c1,1.7,0.7,-10.0,-8.5,-0.4,-5.5,3.8,5.0,16.1
COc1ccc2[nH]c(=O)c(CN(c3ccc(C)c(C)c3)S(C)(=O)=O)cc2c1,0.0,0.5,3.9,5.6,0.1,-72.7,1.2,3.9,9.3
Cc1ccc(S(=O)(=O)N2CCN(CC(=O)N/N=C\c3ccc(O)c(O)c3)CC2)cc1,-5.6,0.1,3.1,-5.2,0.6,6.2,2.3,-1.6,11.6
Cc1noc(C)c1COC(=O)C(c1ccccc1)c1ccccc1,-1.6,-2.3,18.0,-9.6,-3.2,2.4,-4.3,4.5,13.3
COc1ccc(-c2nnc(SCC(=O)NC(C)c3ccccc3)o2)cc1OC (centres undefined),-2.6,-0.3,3.0,-2.2,0.7,1.9,-0.3,6.6,2.7
Cc1csc(SCC(=O)Nc2cc(S(=O)(=O)N3CCCC3)ccc2Cl)n1,-1.2,-0.8,29.3,-0.1,-1.1,-10.2,0.0,-18.8,-2.0
COc1ccc(-c2cc(C(F)(F)F)nc(N3CCCCCC3)n2)cc1,0.9,1.4,19.4,-16.3,1.4,-18.2,1.4,-3.5,-28.8

# Part of the list above, set out differently.
# Fields – TNF death inh, TRPML3 agonist, CHOP inh, MDM2 E3 inh, TRPN1 ag, NCF1 inh, Runt-SMMHC FRET, EBV gp42 block, PPC-1+TRAIL kill
> CC(=O)c1cccc(N(CC(=O)Nc2ccc(F)cc2)S(C)(=O)=O)c1
    1.7, 0.7, -10.0, -8.5, -0.4, -5.5, 3.8, 5.0, 16.1
> COc1ccc2[nH]c(=O)c(CN(c3ccc(C)c(C)c3)S(C)(=O)=O)cc2c1
    0.0, 0.5, 3.9, 5.6, 0.1, -72.7, 1.2, 3.9, 9.3
> Cc1ccc(S(=O)(=O)N2CCN(CC(=O)N/N=C\c3ccc(O)c(O)c3)CC2)cc1
    -5.6, 0.1, 3.1, -5.2, 0.6, 6.2, 2.3, -1.6, 11.6

# Next part.
SMILES,TNF death inh,TRPML3 agonist,CHOP inh,MDM2 E3 inh,TRPN1 ag,NCF1 inh,Runt-SMMHC FRET,EBV gp42 block,PPC-1+TRAIL kill
Cc1cc(C)cc(CC(Cc2nc3ccccc3[nH]2)c2nc3ccccc3[nH]2)c1 (centres undefined),-8.9,0.8,66.6,-11.7,3.2,-21.6,-0.7,1.4,0.9
CCOc1ccccc1C(=O)n1nc(C)cc1C,-2.2,-0.1,14.0,-5.6,-0.4,-9.2,-5.1,-23.6,23.3
COc1ccccc1C(=O)NNC(=O)c1ccc(NC(=O)c2ccccc2)cc1,2.1,0.7,-10.4,5.2,0.2,8.9,-6.9,14.0,15.6
O=C(CSc1nnc(-c2ccncc2)o1)NCc1ccccc1,1.3,0.1,23.4,-3.6,0.6,-2.6,-1.3,-15.5,17.8
Cc1cc(=O)[nH]c(SCC(=O)Nc2ncc(S(=O)(=O)c3ccc([N+](=O)[O-])cc3)s2)n1,-0.4,0.1,5.9,-13.4,-0.1,13.1,-1.4,2.2,19.7
COC(=O)C1C(=O)C2=C(CC1C)NC(C)=C(C(=O)OC1CCCCC1)C2c1ccc(N(C)C)cc1 (centres undefined),-4.0,-0.3,-10.5,-8.5,-0.5,-21.1,15.9,-20.2,24.8
Nn1c(SCc2csc(-c3ccccc3)n2)nnc1-c1cccs1,-1.9,-0.8,55.7,7.1,-1.6,-5.4,2.7,-7.0,-3.5
Nc1nc(SCC(=O)NCCN2CCOCC2)nc2sc3c(c12)CCC3,0.2,0.5,49.1,2.0,-1.1,4.6,0.4,-7.5,-3.4
COc1cccc(-n2ccnc2SCC(=O)Nc2nccs2)c1,-0.2,0.9,8.2,-22.3,1.4,-3.8,3.7,-18.3,12.9
COc1cc(NC(=S)Nc2ccc(Br)cc2Cl)c(OC)cc1Cl,1.8,0.5,34.4,-4.6,-1.8,-18.5,0.9,-15.0,4.9
O=C1C=C(c2ccccc2)C(=O)N1Nc1ccccc1,-10.5,1.8,107.3*,3.1,0.9,-0.2,11.2,-8.9,2.9
Cc1onc(-c2ccccc2)c1C(=O)N/N=C/c1cc2c(cc1Br)OCO2,1.6,-1.1,26.3,-5.8,-2.5,-5.8,-6.8,-22.1,9.5
Cc1ccccc1-n1c(C)cc(/C=C2/C(=N)N3C(c4ccccc4)=CSC3=NC2=O)c1C,0.2,0.8,15.2,-2.8,1.5,-99.5,-61.0,-64.3,12.7
O=C(c1ccco1)N1C2C=CC(C2)C1(C(F)(F)F)C(F)(F)F (centres undefined),1.1,0.7,1.6,-4.6,1.0,-2.9,2.1,-7.0,-14.3
COc1ccccc1CNC(=O)COC(=O)c1cc(C)oc1C,0.2,-0.6,22.6,-4.4,-0.2,-4.8,0.1,-3.0,8.2
Cn1c(CCNC(=O)c2cccs2)nnc1SCC(=O)N1CCN(c2ccccc2)CC1,-0.4,-0.3,13.2,-13.3,-0.7,-10.6,1.5,-11.9,30.3
O=S(=O)(NC1=NCCCCC1)c1ccc2ccccc2c1,2.2,1.1,16.6,13.8,-1.0,1.6,4.5,20.5,9.2
C/C(=N\NC(=S)NC1CCCCC1)c1ccccc1,0.6,0.1,52.8,-9.0,-1.5,-5.6,0.5,-9.2,19.2
Fc1ccc(-n2nnc(-c3cccnc3)n2)cc1,-0.6,-0.3,17.1,/,1.4,-11.2,-1.4,-6.9,27.8
COc1ccc2nc(NC(=O)CSc3nnc(N)s3)sc2c1,2.2,0.3,-26.7,-13.1,0.6,-38.6,-12.6,6.9,24.0
CCOc1ccccc1C(=O)Nc1nnc(CC)s1,1.9,-0.2,-14.3,-35.1,2.2,-15.0,3.3,-13.6,-20.3
Cc1noc2ncnc(Oc3ccc(Cl)cc3Cl)c12,0.1,0.3,-13.3,-2.0,0.1,-9.7,0.2,-11.9,28.4
Cc1ccccc1Nc1nc(N)nc(CSc2nc3ccccc3c(=O)n2C)n1,-4.9,1.2,37.8,-8.8,0.9,-7.8,-0.9,-21.5,5.0
OC1CCN(C(=S)Nc2ccc(Nc3ccccc3)cc2)CC1,3.5,0.4,-20.8,-2.1,0.7,-1.4,2.7,0.9,21.3
Cc1ccc(CN2C3CCCC2CC(NC(=O)c2ccc(C)cc2)C3)cc1 (centres undefined),0.8,0.3,40.0,-3.4,-0.2,-10.9,-1.5,-5.4,9.6
CC/C(=N\NC(=O)CSCc1ccccc1Br)c1ccc2c(c1)OCCO2,0.4,0.9,14.7,1.6,0.2,-10.1,2.6,-0.8,-1.3
O=C(Cn1cc([N+](=O)[O-])cn1)NCc1cc2ccccc2[nH]1,0.8,0.2,16.6,-10.1,-1.6,0.1,0.1,-13.8,24.3
O=C(O)C1(S(=O)(=O)CCC(F)=C(F)F)CC1,0.2,0.8,6.7,6.6,0.5,0.8,0.5,-12.4,6.2
CCOC(=O)/C(C#N)=C1\CCCN1CC(N)=S,1.0,0.0,-1.4,6.6,-0.4,5.9,-15.6,-17.5,17.8
Cc1ccc(S(=O)(=O)CC(=O)Nc2c(C)n(C)n(-c3ccccc3)c2=O)cc1,0.1,0.6,15.6,-0.9,1.9,-2.1,-5.8,-9.3,22.8
CCn1c(Cc2c(C)[nH]c3ccccc23)nnc1SCC(=O)NCc1ccccc1,-1.3,0.0,1.8,-1.0,1.5,40.8*,-5.2,-11.5,2.9
CCOC(=O)c1sc2nc(C)[nH]c(=S)c2c1C,-1.1,0.0,3.8,-25.2,1.1,-43.1,-23.9,-15.3,15.0
CCOC(=O)c1sc(NC(=O)CCSC)nc1C,-1.6,0.3,-14.5,5.3,-0.2,-18.4,0.1,-8.3,6.9
Cc1ccc(/C(O)=C2\C(=O)C(=O)N(CC(C)O)C2c2ccc(N(C)C)cc2)cc1 (centres undefined),0.1,0.6,9.1,0.8,0.1,2.0,14.1,3.0,22.6
CCN(CC)S(=O)(=O)c1ccc(Cl)c(NC(=O)COc2ccc(OC)cc2)c1,0.5,1.0,11.5,12.0,1.1,0.2,-0.1,-6.6,20.0
COc1ccc(CNc2c(C(=O)O)cnc3c2cnn3C)cc1,1.1,0.1,5.7,-10.4,0.8,4.1,-2.9,-10.6,9.9
CC(=O)Nc1ccc(C(=O)OCC(=O)Nc2ccccc2Sc2ccccc2)cc1,-1.9,-0.1,51.3,1.9,-1.3,-17.1,1.3,-3.2,18.9
COc1ccc(N2CCN(Cc3nc4c(c(=O)n(C)c(=O)n4C)n3CCc3ccccc3)CC2)cc1,-1.8,0.6,46.2,-11.5,0.6,-3.7,-4.6,0.3,5.0
